Compound activity deposited in PubChem BioAssay by several laboratories.
SRC3 inh = inhibits human SRC3 coactivator | Q9Y6Q9 | HEK293 GAL4-SRC3 luciferase reporter, luminescence | inhibition, % at 3.6 µM | hit rate 0.17% among 360,000 | AID 588352;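 active means inhibition above a per-campaign cutoff, the mean of all compounds plus 3 SD, cut at about 60% in these data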;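 further: 0% = DMSO-treated cells and 100% = gossypol-treated cells at 36 µM; higher means less SRC3-driven luciferase light from the GAL4 reporter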
TWEAK-Fn14 inh = inhibitors of TWEAK-Fn14 interaction signaling; TWEAK-stimulated Fn14 reporter cells, luciferase luminescence, 8 h; hit rate 2% among 360,000; inhibition, % at 10 µM; in the data active means inhibition above about 50%
TROY signal inh = inhibitors of TROY-dependent NF-kB signaling | inhibition, % at 10 µM | hit rate 0.98% among 360,000 | Q293 LMP1-TROYcd NF-kB luciferase reporter, 4 h | AID 1347056;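 active means compounds whose plate-normalised and pattern-corrected inhibition of the luciferase reporter signal at the single screening dose is 50% or more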
NR5A2 inv ag = suppresses constitutive activity of human LRH-1; O00482; HEK293T StAR-luciferase reporter, LRH-1 transfected, 24 h; inhibition, % at 3.6 µM; hit rate 0.13% among 360,000;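 active means inhibition above the mean inhibition of all tested compounds plus 3 SD, cut at about 73% in these data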;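 further: 0% = DMSO wells and 100% = reporter-only cells lacking LRH-1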
NCOA2 inhibitor = inhibits human steroid receptor coactivator 2; HEK293 GAL4-SRC2 luciferase reporter, luminescence; inhibition, % at 9 µM; hit rate 0.17% among 370,000;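 active means inhibition above the mean inhibition of all tested compounds plus 3 SD, set per campaign, cut at about 52% in these data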;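 further: 0% = DMSO treated cells and 100% = cells given Gossypol at 36 µM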
TLR9-MyD88 inh = TLR9-MyD88 interaction inhibition | Q9NR96+Q99836 | inhibition, % at 4.98 µM | CHO BLA complementation TLR9-MyD88, CCF4 FRET ratio | hit rate 0.21% among 340,000;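 active means inhibition above the mean over all tested compounds plus 3 SD, cut at about 21% in these data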;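 further: 0% = DMSO only wells and 100% = clavulanate BLA inhibitor control wells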
Exocytosis inh = blocks lytic granule exocytosis | TALL-104 LAMP-1 surface exposure, flow cytometry; cells stimulated with thapsigargin and PMA | inhibition, % at 10 µM | hit rate 0.66% among 360,000;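 active means inhibition above about 55%, limit read from the data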
ABHD5 PLIN5 PPI = inhibitors of human ABHD5-perilipin-5 interaction; hit rate 0.78% among 360,000; inhibition, % at 4 µM; Split G. princeps luciferase complementation, luminescence, 4 h; Q00G26+Q8WTS1;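 active means inhibition above the mean inhibition across every tested compound plus 3 SD, cut at about 22% in these data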;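 further: 0% = DMSO only wells and the 100% control is not disclosed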
NCOA1 inh = inhibits human SRC1 coactivator. Q15788. HEK293 GAL4-SRC1 luciferase reporter, luminescence. inhibition, % at 3.6 µM. hit rate 0.12% among 360,000. AID 588354;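 active means inhibition above the campaign mean plus 3 SD, with each screening campaign given its own cutoff, cut at about 60% in these data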;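 further: 0% = DMSO treated cells and 100% = gossypol at 36 µM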
Target sequence (Q15788 whole entry, looked up, the tested form may be a part): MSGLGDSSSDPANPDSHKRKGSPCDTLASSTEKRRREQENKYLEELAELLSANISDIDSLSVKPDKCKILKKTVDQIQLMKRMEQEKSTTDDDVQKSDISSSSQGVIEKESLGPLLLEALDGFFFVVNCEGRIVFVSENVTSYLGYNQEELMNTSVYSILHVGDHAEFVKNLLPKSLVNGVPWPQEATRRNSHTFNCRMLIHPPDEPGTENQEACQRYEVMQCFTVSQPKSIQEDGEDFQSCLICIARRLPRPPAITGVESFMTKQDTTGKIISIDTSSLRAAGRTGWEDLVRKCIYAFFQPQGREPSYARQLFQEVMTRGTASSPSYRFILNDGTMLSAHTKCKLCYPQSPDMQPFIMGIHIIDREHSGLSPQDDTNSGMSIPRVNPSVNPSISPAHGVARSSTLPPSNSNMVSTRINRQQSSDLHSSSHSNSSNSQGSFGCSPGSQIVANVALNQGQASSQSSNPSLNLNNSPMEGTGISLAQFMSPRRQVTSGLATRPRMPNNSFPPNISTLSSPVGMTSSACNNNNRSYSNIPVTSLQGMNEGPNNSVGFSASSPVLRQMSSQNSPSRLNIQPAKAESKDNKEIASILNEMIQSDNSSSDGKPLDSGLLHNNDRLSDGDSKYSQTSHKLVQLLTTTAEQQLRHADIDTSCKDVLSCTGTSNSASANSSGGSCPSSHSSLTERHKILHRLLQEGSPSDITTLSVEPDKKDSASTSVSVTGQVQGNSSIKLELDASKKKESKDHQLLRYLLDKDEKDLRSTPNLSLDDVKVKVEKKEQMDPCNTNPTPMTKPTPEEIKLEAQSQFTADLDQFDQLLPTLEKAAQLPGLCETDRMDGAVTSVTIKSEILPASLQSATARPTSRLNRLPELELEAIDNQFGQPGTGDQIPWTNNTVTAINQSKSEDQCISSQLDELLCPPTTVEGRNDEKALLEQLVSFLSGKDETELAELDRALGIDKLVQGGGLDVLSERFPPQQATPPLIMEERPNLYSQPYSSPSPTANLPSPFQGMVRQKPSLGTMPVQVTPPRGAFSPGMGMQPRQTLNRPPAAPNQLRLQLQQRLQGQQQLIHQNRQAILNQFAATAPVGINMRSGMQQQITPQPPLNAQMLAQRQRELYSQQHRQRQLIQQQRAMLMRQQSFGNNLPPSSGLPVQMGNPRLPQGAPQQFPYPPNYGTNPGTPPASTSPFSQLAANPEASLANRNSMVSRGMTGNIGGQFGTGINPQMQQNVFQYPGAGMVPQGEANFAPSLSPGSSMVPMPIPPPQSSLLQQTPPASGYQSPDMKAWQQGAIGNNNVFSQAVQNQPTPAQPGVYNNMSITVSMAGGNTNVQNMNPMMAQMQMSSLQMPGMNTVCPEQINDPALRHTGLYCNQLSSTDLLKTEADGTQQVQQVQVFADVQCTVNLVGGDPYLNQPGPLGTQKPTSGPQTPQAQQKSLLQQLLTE
NOD2-RIPK2 inh = NOD2-RIPK2 protein interaction inhibition; O43353; CHO BLA complementation NOD2-RIPK2, CCF4 ratio; inhibition, % at 4.98 µM; hit rate 0.38% among 360,000; AID 624267; in the data active means inhibition above about 21%;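 further: 0% = vehicle only and 100% = reference blocker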
NR2F2 inh = inhibitors of human COUP-TFII (NR2F2); P24468; HEK293T NGFI-A luciferase reporter, luminescence; inhibition, % at 8.6 µM; hit rate 0.7% among 370,000; AID 686940;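 active means inhibition above a per-plate cutoff, mean inhibition of test wells between control levels plus 3 SD, cut at about 38% in these data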;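 further: cells cotransfected with COUP-TFII expression vector driving the NGFI-A reporter; 0% = median of COUP-TF2 test wells and 100% = reporter-only cells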
Numbers without * were called inactive; · = no result given.

SMILES	SRC3 inh	TWEAK-Fn14 inh	TROY signal inh	NR5A2 inv ag	NCOA2 inhibitor	TLR9-MyD88 inh	Exocytosis inh	ABHD5 PLIN5 PPI	NCOA1 inh	NOD2-RIPK2 inh	NR2F2 inh
CC1CCCN(CC(O)CN2CCN(CC(O)CN3CCCC(C)C3)C(C)C2)C1 (stereo not given)	7	0	23	-11	-57	-4	4	-5	8	3	14
O=C(NC1CCC(O)CC1)c1ccc(S(=O)(=O)NCc2ccco2)cc1 (stereo not given)	-8	-16	-3	-10	-15	2	2	4	-5	3	7
COc1ccc(S(=O)(=O)N(CC(=O)NCc2ccccn2)Cc2ccccc2)cc1	-8	1	-20	11	1	-8	-8	0	-5	0	-8
C#CCOCCOCCOCCNc1nc(N2CCN(C(=O)Cn3cc(CCCN=C(N)N)nn3)CC2)nc(N2CCN(C(=O)[C@H]([C@@H](C)O)n3cc(CCCCN)nn3)CC2)n1	-30	4	15	-9	-25	-1	7	3	-6	-11	0
CCN(C(=O)COC(=O)c1c(-c2ccccc2)noc1C)C1CCS(=O)(=O)C1 (stereo not given)	5	0	-2	7	-12	0	-2	-5	-60	-19	-1
CCC(C)(C)NC(=O)CSc1nc(Cc2ccccc2)nc2ccccc12	4	10	38	-8	0	-7	7	-10	-50	4	7
COc1ccc(C(=O)N2CCN(c3ccccc3OC)CC2)cc1	7	10	5	-10	12	5	1	-3	1	-2	-8
Cc1nc2ccccc2c2c1C(=O)N(C)C2=O	16	-16	-2	-29	10	-5	-2	-4	-17	4	-3
N#Cc1cnc(NCc2ccc(Cl)cc2Cl)nc1	17	-2	-7	-11	-44	-6	-9	-6	16	3	-23
CCc1cccc(CC)c1NC(=S)N1CCn2cccc2C1c1cccnc1 (stereo not given)	5	-13	-12	8	10	7	5	-2	-23	10	-3
COCn1c(C(O)c2ccccc2)cc2ccccc21 (stereo not given)	1	4	15	12	-20	6	-8	1	-14	-1	15
NC(=O)COC(=O)c1cc(Cl)cc(Cl)c1N	-4	-11	2	5	-5	-3	-3	5	-23	-19	3
O=C(CN1CCN(c2ccccc2)CC1)Nc1ccc(-n2cnnn2)cc1	1	13	16	8	-3	3	-2	-5	6	7	2
CCn1c(SCC(=O)N2CCc3ccccc3C2)nc2c1c(=O)n(C)c(=O)n2C	-17	10	10	11	12	-6	-3	-4	-6	5	-11
O=C(NCc1ccc(F)cc1)c1cnc(-c2ccccn2)nc1C(F)(F)F	-14	-3	-13	-24	10	-1	-1	-1	0	-6	-13
COc1ccc(N(CC(=O)NCc2ccc(Cl)cc2)S(=O)(=O)c2c(C)noc2C)cc1	-34	1	1	4	-2	-5	51	2	12	-13	7
N=c1sccn1CC(=O)Nc1ccc2c(c1)CCC2	4	-8	3	7	-11	3	0	3	-11	5	2
COc1cc(S(=O)(=O)N2CCCCC2)ccc1NC(=O)Cc1ccccc1	9	1	12	4	·	-9	0	-3	0	0	·
Cc1ccccc1-c1cnc(C(O)c2ccc(C(C)(C)C)cc2)[nH]1 (stereo not given)	-12	2	20	-5	15	·	3	-3	10	-4	6
O=C(c1ccccc1)N(C1=NCCCCS1)c1ccccc1	16	20	-8	5	0	1	-5	5	-8	-8	11
CC1CCc2c(C(=O)Nc3ccc(N4CCOCC4)cc3)csc2C1 (stereo not given)	-5	-40	-15	-20	-12	-3	-2	3	-13	-11	4
COc1ccc(/C=C/C(=O)Nc2nc(C)c(C(=O)N(C)C)s2)cc1	28	-6	-10	1	-12	-1	8	1	-11	5	-1
CCOc1cc2[nH]c(=S)n(CCC(=O)NCc3ccco3)c(=O)c2cc1OCC	-7	-1	9	-1	10	1	1	-4	-2	-2	6
CC(C)(C)NC(=O)/C(=C\c1cccnc1)NC(=O)c1ccco1	10	7	9	10	17	-3	-5	-4	-22	-4	17
CCOC(=O)CSc1nnc(Cn2c(=O)sc3ccccc32)n1-c1ccccc1C	5	-30	-8	6	1	-9	-4	7	-41	-7	4
O=C(Nc1cccc(C(=O)N2CCCC2)c1)c1ccccc1Cl	19	-16	-4	18	15	-1	0	3	7	-12	10
COc1ccc(N2CCN(S(=O)(=O)c3ccc4c(c3)NC(=O)C(C)S4)CC2)cc1 (stereo not given)	4	32	27	10	20	1	8	-3	6	6	42*
CC(=O)c1ccc(NC(=O)C(C)OC(=O)CCCN=C2NS(=O)(=O)c3ccccc32)cc1 (stereo not given)	5	11	7	12	9	10	-3	1	-6	-1	-18
c1ccc2c(c1)oc1c(NCCN3CCOCC3)ncnc12	-27	-10	-8	4	5	-1	-3	4	-3	7	10
COc1ccc(C(=O)N/C(=C\c2ccccc2)C(=O)NCc2cccnc2)cc1	-1	-7	9	5	-10	-1	3	-9	-1	-2	9
COCCNC(=O)c1ccc(-c2ccc(OC)cc2C)c2ccoc12	-8	24	0	-2	-14	·	-24	1	-1	-6	-6
CC(C)C(=O)Nc1cccnc1	13	10	-7	-32	8	0	-1	1	5	-6	10
O=C(N/N=C/c1cccnc1)c1ccccc1NS(=O)(=O)c1cccs1	-3	-5	3	-6	-4	2	0	-6	-3	-3	-25
CCCn1c(SCC(=O)Nc2ccc3c(c2)OCCO3)n[nH]c1=O	-11	0	-2	-12	-22	8	-4	-9	-33	-8	2
C[C@H]1CN([C@@H](C)CO)C(=O)Cc2cc(NS(C)(=O)=O)ccc2O[C@@H]1CN(C)CC1CC1	10	12	1	13	-3	-4	0	-2	-1	-4	-9
Cc1cc(CN2CCCCC2C(=O)Nc2ccc(Oc3cccnc3)cc2)oc1C (stereo not given)	-2	-6	-41	-36	-3	-17	4	-3	9	-4	6
CSc1ccccc1C(=O)C1CCCN(C(=O)CCc2cccnc2)C1 (stereo not given)	16	-4	-6	10	-5	-7	-1	4	-3	1	12
Cc1cc(=O)oc2cc(OC(C)C(=O)Nc3ccc(N4CCCCC4)cc3)ccc12 (stereo not given)	16	-7	5	-6	3	-2	0	1	-3	-5	6
COc1ccc(OC)c(C2=Nn3c(nnc3-c3ccncc3)SC2)c1	-3	17	21	15	5	-4	64*	-2	-1	-7	20
CCOc1cc(/C=C/C(=O)OCC(=O)N(CC)C2CCS(=O)(=O)C2)cc(Cl)c1OC (stereo not given)	-6	2	-4	-7	-37	4	1	4	11	-8	-7
Oc1ccc(/C=N/NC2=NCCCCC2)c(O)c1	-74	-15	-39	-72	-37	5	-4	4	-79	0	0
Cc1cccnc1NC(=O)Nc1cccc(C(F)(F)F)c1	-4	-2	-13	-4	-21	-9	-3	-1	-6	0	-19
O=C(NNC(=O)c1ccc(SCC2CCCO2)c([N+](=O)[O-])c1)c1ccc(Cl)c([N+](=O)[O-])c1 (stereo not given)	4	-17	-2	9	-8	-2	4	-3	-1	4	16
CCC(C)Sc1nc2c(c(=O)[nH]c(=O)n2C)n1C (stereo not given)	14	-18	5	16	-14	-2	0	-7	-1	-1	3
O=C(N(c1ccccn1)c1ccccn1)C12CC3CC(CC(Cl)(C3)C1)C2	15	-1	4	14	-6	2	-3	2	22	-6	-1
COC(=O)c1cnc2c(c1C(=O)OC)c(=O)n(C)c(=O)n2C	5	-3	-14	-10	-18	1	-6	4	-31	8	1
Cc1cccn2c(=O)c(C=NCCO)c(NCc3ccco3)nc12	-4	10	-8	-1	-11	0	7	19	-17	8	-4
O=C1c2ccccc2S(=O)(=O)N1CCCN1C(=O)c2ccccc2S1(=O)=O	-13	-6	-5	7	16	5	-11	3	-9	1	-3
Cc1cc(NS(=O)(=O)c2ccc(NC(=O)c3cnc4scc(C)n4c3=O)cc2)nc(C)n1	15	6	2	22	16	6	0	7	10	-8	0
CCOc1cc(S(=O)(=O)NC2CCCCC2)ccc1F	6	11	10	16	-5	-2	1	4	10	-6	8

Further entries.
SMILES	SRC3 inh	TWEAK-Fn14 inh	TROY signal inh	NR5A2 inv ag	NCOA2 inhibitor	TLR9-MyD88 inh	Exocytosis inh	ABHD5 PLIN5 PPI	NCOA1 inh	NOD2-RIPK2 inh	NR2F2 inh
Cc1cccc(-n2nc3c(c2NC(=O)c2ccc(S(=O)(=O)N4CCOCC4)cc2)CSC3)c1C	13	-8	23	0	-11	-5	2	4	-11	2	17
O=C(CCN1C(=O)[C@@H]2Cc3ccccc3CN2C1=O)N[C@@H](C(=O)O)c1ccccc1	0	-1	1	-2	8	-4	10	-2	-15	-11	7
COc1ccc(CNC(=O)C(C)OC(=O)CO/N=C(\C)c2ccc3c(c2)OCO3)cc1 (stereo not given)	-1	-12	-5	-21	5	-2	-2	0	-3	-3	-10
Nc1nnc(SCC(=O)OCC(=O)c2ccccc2Br)s1	-10	-4	5	-20	11	-4	16	5	-3	1	-9
CCN(CC)C(=O)c1cc(Cl)ccn1	19	3	27	-3	6	10	-1	-4	4	1	26
COc1ccc(C=C2CCc3ccccc3C2=O)cc1	-42	94*	61*	-96	-38	·	-9	4	-26	-13	0
C=CCOc1ccc(/C(O)=C2/C(=O)C(=O)N(CCCn3ccnc3)C2c2cccs2)cc1 (stereo not given)	-75	-12	·	-68	-23	0	-1	-4	-53	5	-9
N/C(=N\OC(=O)COc1ccc2ccccc2c1)c1ccncc1	-9	6	-13	-40	·	10	6	-2	-20	-4	·
CCOC(=O)c1ccc(S(=O)(=O)NC2CC2)cc1	3	23	13	-2	16	-9	1	3	-14	-7	7
CCc1nnc(NS(=O)(=O)c2ccc(NC(=S)NC(=O)c3ccc(OC)cc3)cc2)s1	20	11	9	-50	3	-10	7	5	-15	3	9
CC(=O)c1c(O)cc(C)n(Cc2ccccc2)c1=O	-13	7	19	14	-14	-1	-3	-5	7	0	-11
CCCn1cc(NC(=O)C2CC(c3cccc(Br)c3)=NO2)cn1 (stereo not given)	16	-20	9	-4	19	5	-6	0	9	2	-7
CC1CCCC(C)N1/N=C/c1cc(Br)cc(Br)c1O (stereo not given)	-4	6	-6	-6	6	6	-5	-7	11	-5	-14
Cc1cc(S(=O)(=O)NC[C@H]2O[C@@H](n3cnc4c(N)ncnc43)[C@H](O)[C@@H]2O)c(C)s1	10	-12	-1	41	-18	0	1	2	-9	-13	2
CC1C/C(=C\c2cccnc2)C(=O)/C(=C/c2cccnc2)C1 (stereo not given)	11	103*	52*	56	80*	-2	0	91*	-199	6	96*
O=C(CNC(=O)c1cccs1)OCC(=O)c1ccccc1Cl	26	-5	7	-4	15	-4	0	-1	-32	2	16
O=C(Cn1c(=O)n(-c2ccccc2)c(=O)c2sccc21)N1CCCC1	13	1	7	0	-19	8	1	5	-3	-7	10
O=C1C=C(N2CCCCC2)c2ccccc2C1=O	19	14	-1	41	-7	·	55	-9	10	-14	24
Cc1ccc(NC(=O)c2ccccc2)cc1C	-33	2	-46	-8	-14	-6	-2	-4	-12	-5	0

No new results follow: entries from further up.
SMILES	SRC3 inh	TWEAK-Fn14 inh	TROY signal inh	NR5A2 inv ag	NCOA2 inhibitor	TLR9-MyD88 inh	Exocytosis inh	ABHD5 PLIN5 PPI	NCOA1 inh	NOD2-RIPK2 inh	NR2F2 inh
O=C1C=C(N2CCCCC2)c2ccccc2C1=O	19	14	-1	41	-7	·	55	-9	10	-14	24
Cc1ccc(NC(=O)c2ccccc2)cc1C	-33	2	-46	-8	-14	-6	-2	-4	-12	-5	0

Some of the compounds tested; rates above refer to the full screens.
